Screening results (PubChem BioAssay)
U2OS ROS induce – inducers of reactive oxygen species in cancer cells; AID 624156; hit rate 2% among 46,000; U2OS ROS induction, H2DCF-DA fluorescence; ROS induction (% of piperlongumine), % at 10 µM; in the data active = ROS induction above about 79%, passing the limit was not always enough; inconclusive = no clear call, values can overlap the other calls;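 note: 0% = DMSO vehicle median and 100% = reference compound median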
Active calls of the source: *; ? = inconclusive.

A first look:
SMILES	U2OS ROS induce
C[C@@H]1CN([C@@H](C)CO)C(=O)Cc2cc(NC(=O)Nc3ccc(F)cc3)ccc2O[C@@H]1CN(C)S(=O)(=O)c1ccc(Cl)cc1	36.7
Cc1noc(C)c1NC(=O)Nc1ccc2c(c1)C(=O)N([C@H](C)CO)C[C@H](C)[C@H](CN(C)Cc1ccncc1)OCCCC[C@@H](C)O2	-18.3
C[C@@H]1CCCCO[C@@H](CN(C)Cc2ccncc2)[C@@H](C)CN([C@H](C)CO)C(=O)c2cc(NC(=O)Nc3cccc4ccccc34)ccc2O1	-5.4

All compounds of this part, from the start:
SMILES	U2OS ROS induce
C[C@@H]1CN([C@@H](C)CO)C(=O)Cc2cc(NC(=O)Nc3ccc(F)cc3)ccc2O[C@@H]1CN(C)S(=O)(=O)c1ccc(Cl)cc1	36.7
Cc1noc(C)c1NC(=O)Nc1ccc2c(c1)C(=O)N([C@H](C)CO)C[C@H](C)[C@H](CN(C)Cc1ccncc1)OCCCC[C@@H](C)O2	-18.3
C[C@@H]1CCCCO[C@@H](CN(C)Cc2ccncc2)[C@@H](C)CN([C@H](C)CO)C(=O)c2cc(NC(=O)Nc3cccc4ccccc34)ccc2O1	-5.4
C[C@H](CO)N1C[C@H](C)[C@H](CN(C)Cc2ccccc2)Oc2c(NS(=O)(=O)c3ccc(F)cc3)cccc2C1=O	-0.3
C[C@H]1CN([C@@H](C)CO)C(=O)c2cccc(NC(=O)Nc3cccc4ccccc34)c2O[C@H]1CN(C)Cc1ccc(Cl)c(Cl)c1	11.0
C[C@@H]1CN([C@@H](C)CO)C(=O)c2cc(NS(=O)(=O)c3cn(C)cn3)ccc2O[C@H]1CN(C)Cc1ccccc1	-4.9
CCCCN1C(=O)C(O)(CC(=O)c2ccco2)c2ccccc21 (stereo unspecified)	-1.9
C[C@H]1CN([C@@H](C)CO)C(=O)c2cccc(NC(=O)Nc3ccc4c(c3)OCO4)c2O[C@@H]1CN(C)Cc1ccc(C(=O)O)cc1	-9.9
Cc1ccc(S(=O)(=O)N(C)C[C@@H]2Oc3ccc(NC(=O)CCCCCC(=O)Nc4ccccc4N)cc3CC(=O)N([C@@H](C)CO)C[C@@H]2C)cc1	-7.5
CCOC(=O)N1CCC(=C2c3ccc(Cl)cc3CCc3cccnc32)CC1	-5.1
COc1ccc(CN(C)C[C@@H]2Oc3c(NC(=O)Nc4ccc(F)cc4)cccc3C(=O)N([C@@H](C)CO)C[C@@H]2C)cc1	66.2
C[C@H](CO)N1C[C@H](C)[C@@H](CN(C)C(=O)Nc2cccc3ccccc23)Oc2ccc(NC(=O)c3ccncc3)cc2C1=O	?
COc1ccccc1Nc1nc(N)nc(CN(C)C2CCCCC2)n1	-9.3
C[C@H]1CN([C@@H](C)CO)C(=O)Cc2cc(N(C)C)ccc2O[C@@H]1CN(C)Cc1ccc(C(=O)Nc2ccccc2N)cc1	19.6
COc1ccc(NC(=O)N(C)C[C@@H]2Oc3ccc(NS(=O)(=O)c4c(C)noc4C)cc3CC(=O)N([C@H](C)CO)C[C@@H]2C)cc1	2.3
C[C@@H]1CN([C@H](C)CO)C(=O)Cc2cc(NC(=O)Nc3ccccc3)ccc2O[C@@H]1CN(C)C(=O)NC1CCCCC1	0.0
COc1ccc(OCc2c(C#N)c3ccccc3n2C)cc1	8.7
C[C@@H]1CCCCO[C@@H](CN(C)CC2CCCCC2)[C@@H](C)CN([C@H](C)CO)C(=O)c2cc(NC(=O)c3ccccc3)ccc2O1	8.0
O=C(Nc1ccc(-c2ccccc2)cc1)C1CC1c1ccccc1 (stereo unspecified)	13.1
CCC1CCCCN1S(=O)(=O)c1ccc(NC(=O)COc2ccc(OC)cc2)cc1 (stereo unspecified)	10.3
C[C@@H]1CN([C@H](C)CO)C(=O)c2cc(NC(=O)Nc3ccc4c(c3)OCO4)ccc2O[C@@H]1CN(C)Cc1ccccc1	-1.7
CCNc1nc(NCC)nc(OCC#N)n1	-4.1
C[C@@H]1CN([C@H](C)CO)C(=O)c2cc(NC(=O)c3ccncc3)ccc2O[C@@H]1CN(C)S(=O)(=O)c1ccccc1	22.8
C[C@H](CO)N1C[C@H](C)[C@@H](CN(C)S(=O)(=O)c2cccs2)Oc2c(NS(=O)(=O)c3ccc(Cl)cc3)cccc2C1=O	-10.5
CNC[C@H]1Oc2ccc(NC(=O)C3CCCCC3)cc2CC(=O)N([C@H](C)CO)C[C@H]1C	1.2
Cc1noc(C)c1NC(=O)Nc1ccc2c(c1)C(=O)N([C@H](C)CO)C[C@H](C)[C@@H](CN(C)S(=O)(=O)c1c(C)noc1C)OCCCC[C@@H](C)O2	-7.6
CC(C)NC(=O)N(C)C[C@@H]1Oc2ccc(NC(=O)CCCN(C)C)cc2CC(=O)N([C@H](C)CO)C[C@@H]1C	-4.1
COc1ccc(S(=O)(=O)N(C)C[C@H]2Oc3ccc(NC(=O)C4CCCCC4)cc3C(=O)N([C@@H](C)CO)C[C@H]2C)cc1	10.7
C[C@@H]1CCCCO[C@H](CN(C)S(=O)(=O)c2cccs2)[C@@H](C)CN([C@H](C)CO)C(=O)c2cc(NC(=O)Cc3ccccc3)ccc2O1	34.9
COc1ccc(NC(=O)N(C)C[C@@H]2OCCCC[C@@H](C)Oc3ccc(NC(=O)c4ccccc4)cc3C(=O)N([C@H](C)CO)C[C@@H]2C)cc1	27.1

Part of the list above in a different format:
structure: C[C@@H]1CN([C@H](C)CO)C(=O)c2cc(NC(=O)c3ccncc3)ccc2O[C@@H]1CN(C)S(=O)(=O)c1ccccc1
  U2OS ROS induce: 22.8
structure: C[C@H](CO)N1C[C@H](C)[C@@H](CN(C)S(=O)(=O)c2cccs2)Oc2c(NS(=O)(=O)c3ccc(Cl)cc3)cccc2C1=O
  U2OS ROS induce: -10.5
structure: CNC[C@H]1Oc2ccc(NC(=O)C3CCCCC3)cc2CC(=O)N([C@H](C)CO)C[C@H]1C
  U2OS ROS induce: 1.2
structure: Cc1noc(C)c1NC(=O)Nc1ccc2c(c1)C(=O)N([C@H](C)CO)C[C@H](C)[C@@H](CN(C)S(=O)(=O)c1c(C)noc1C)OCCCC[C@@H](C)O2
  U2OS ROS induce: -7.6

Next section
SMILES	U2OS ROS induce
C[C@@H]1CN([C@H](C)CO)C(=O)c2cccc(NS(=O)(=O)c3ccc(Cl)cc3)c2O[C@H]1CN(C)Cc1ccccc1	-8.4
COCCOC(=O)N1C(=O)[C@@]2(c3ccccc31)[C@H](c1ccccc1OCCO)N1[C@H](c3ccccc3)[C@H](c3ccccc3)OC(=O)[C@H]1[C@@H]2C(=O)NC[C@H](O)c1ccccc1	348.4*
CC1(C)CC(NC(=S)Nc2ccc(S(N)(=O)=O)cc2)CC(C)(C)N1	0.8
O=C(Nn1c(SCc2ccc(F)cc2)nc2ccsc2c1=O)c1ccccc1	-4.9
O=C(Nc1ccc2nn(-c3ccccc3)nc2c1)C(c1ccccc1)c1ccccc1	10.0
C[C@@H]1CN([C@H](C)CO)C(=O)c2cc(NS(=O)(=O)c3cn(C)cn3)ccc2O[C@@H]1CN(C)Cc1ccncc1	-11.2
Cc1noc(C)c1C(=O)NCCCN1CCCC1=O	-2.5
CCc1ccc(N=C2N=C(N)c3ccccc32)cc1	32.2
COc1ccc(S(=O)(=O)N(C)C[C@@H]2Oc3ccc(NS(=O)(=O)c4ccc(C)cc4)cc3C(=O)N([C@H](C)CO)C[C@@H]2C)cc1	3.6
COc1ccc(NC(=O)O[C@H](c2ccc(OCCO)cc2)[C@@H](CCO)OC)cc1	12.5
Cc1noc(C)c1NC(=O)N(C)C[C@@H]1Oc2c(NC(=O)c3ccc(-c4nccs4)cc3)cccc2C(=O)N([C@H](C)CO)C[C@H]1C	-4.4
COc1ccc(Nc2nc3ccccc3c(=O)s2)cc1	-1.5
C[C@@H]1CN([C@H](C)CO)C(=O)Cc2cc(NS(=O)(=O)c3cccs3)ccc2O[C@@H]1CN(C)S(=O)(=O)c1ccccc1	14.6
COCCOC(=O)N1C(=O)[C@@]2(c3ccccc31)[C@H](c1ccc(OCCO)cc1)N1[C@H](c3ccccc3)[C@H](c3ccccc3)OC(=O)[C@H]1[C@@H]2C(=O)NC[C@H](O)c1ccccc1	189.2*
CNC[C@@H]1Oc2c(NS(=O)(=O)c3c(C)noc3C)cccc2C(=O)N([C@H](C)CO)C[C@H]1C	3.7
O=C1c2ccccc2CN1CCSC(=S)N1CCSCC1	5.5
CS(=O)(=O)N(CC(=O)Nc1ccccc1-c1ccccc1)c1ccc(F)cc1	4.8
Cc1ccc(-c2cn3c4c(sc3n2)CCCC4)cc1	2.4
CSC(=Nc1ccc(C)c(C)c1)NC#N	-5.2
C[C@H](CO)N1C[C@H](C)[C@H](CN(C)CC2CC2)Oc2ccc(NC(=O)Cc3cn(C)c4ccccc34)cc2CC1=O	-3.1
C[C@H](CO)N1C[C@H](C)[C@@H](CN(C)S(=O)(=O)c2ccccc2)Oc2c(NC(=O)c3ccncc3)cccc2C1=O	-11.3
O=C(O)CCCCCC(=O)N/N=C/c1ccc(C(F)(F)F)cc1	16.8
C[C@H](CO)N1C[C@H](C)[C@H](CN(C)S(=O)(=O)c2cccs2)Oc2ccc(NC(=O)Nc3ccc(C(F)(F)F)cc3)cc2CC1=O	20.3
O=C(Nc1cccc(NC(=O)c2c(F)cccc2F)n1)c1c(F)cccc1F	4.3
O=C(N/N=C/c1cc(Br)ccc1O)c1ccccn1	-0.7
O=C(Nc1ccccc1Cl)c1nc2c(nnn2Cc2ccc3c(c2)OCO3)c(=O)[nH]1	3.5
C[C@H]1CN([C@@H](C)CO)C(=O)CCCn2cc(nn2)CO[C@H]1CN(C)C(=O)Nc1cccc(C(F)(F)F)c1	22.9
O=C(Nc1scc2c1c(=O)oc1ccccc12)c1ccccc1	9.2
CCN1C(=O)/C(=C2\SC(=S)N(c3ccc(OC)cc3)C2=O)c2ccccc21	7.5
Cc1noc(C)c1S(=O)(=O)Nc1cccc2c1O[C@H](CN(C)S(C)(=O)=O)[C@H](C)CN([C@@H](C)CO)C2=O	-3.3
COc1ccc(NC(=O)N(C)C[C@@H]2Oc3c(NC(=O)Nc4cccc5ccccc45)cccc3C(=O)N([C@@H](C)CO)C[C@@H]2C)cc1	15.9
C[C@@H]1CN([C@H](C)CO)C(=O)c2cccc(NC(=O)c3cnccn3)c2O[C@@H]1CN(C)C(=O)Nc1cccc2ccccc12	-1.5
CCc1ccccc1NC(=O)CSc1nc2ccc(C(=O)c3ccccc3)cc2[nH]1	2.3
C=CC(C)(CC/C=C(\C)C(O)CC=C(C)C)OC1OC(CO)C(O)C(O)C1O (stereo unspecified)	5.3
CC(=O)Nc1ccc(NC(=O)C2(c3ccccc3)CCCC2)cc1	-2.6
C[C@H]1CN([C@@H](C)CO)C(=O)c2cc(NC(=O)Nc3ccc4c(c3)OCO4)ccc2O[C@H]1CN(C)S(=O)(=O)c1ccc(F)cc1	2.5
COc1ccc(NC(=O)N(C)C[C@H]2Oc3ccc(NS(C)(=O)=O)cc3CC(=O)N([C@@H](C)CO)C[C@@H]2C)cc1	-17.6
C[C@@H]1CN([C@@H](C)CO)C(=O)Cc2cc(NS(=O)(=O)c3ccccc3)ccc2O[C@@H]1CN(C)C(=O)Nc1ccccc1	24.3
O=C1CC(C2CCCO2)C(=O)N1c1cccc(C(F)(F)F)c1 (stereo unspecified)	4.6
COc1cc2c(cc1O)C(c1cccs1)N(Cc1cccc(OC(F)(F)F)c1)CC2 (stereo unspecified)	8.0
O=c1cc(CSc2ccc(Cl)cc2)c2ccc(O)cc2o1	24.4
CC(C)NC(=O)Nc1ccc2c(c1)CC(=O)N([C@H](C)CO)C[C@@H](C)[C@@H](CN(C)Cc1ccc(Oc3ccccc3)cc1)O2	129.0*
COC(=O)/C(=C/c1c[nH]c2ccccc12)NC(C)=O	-8.2
C[C@@H]1CN([C@@H](C)CO)C(=O)c2cccc(NC(=O)NC3CCCCC3)c2O[C@H]1CN(C)CC1CC1	3.3
CN(C)c1cc[n+](C(=O)N2CCOCC2)cc1	16.3
CC(C)(C)c1nc(-c2ccc(-c3ccon3)s2)no1	-6.2
CCOC(=O)c1cnc(COc2ccc(C(C)(C)C)cc2)[nH]c1=O	4.3
O=c1[nH]c2cc(Cl)c(Cl)cc2[nH]c1=O	8.5
C[C@H](CO)N1C[C@H](C)[C@@H](CN(C)C(=O)Nc2ccc(F)cc2)Oc2c(NC(=O)c3ccncc3)cccc2C1=O	-6.9
NC(=O)COc1ccc(/C=N/NC(=O)c2cccc(C(=O)NO)c2)cc1	-10.0
Other entries follow.
SMILES	U2OS ROS induce
Cc1nn(C(C)C(=O)N(C)Cc2ccccc2)c(=O)c2c1sc1ccccc12 (stereo unspecified)	47.3
C[C@@H]1CN([C@H](C)CO)C(=O)c2cc(NC(=O)CCC(F)(F)F)ccc2O[C@H]1CN(C)Cc1ccc(Oc2ccccc2)cc1	22.4
C[C@H]1CN([C@@H](C)CO)C(=O)c2cccc(NS(=O)(=O)c3ccc(F)cc3)c2O[C@H]1CN(C)C(=O)NC1CCCCC1	-3.7
C[C@@H]1CN([C@H](C)CO)C(=O)Cc2cc(NS(=O)(=O)c3ccc(F)cc3)ccc2O[C@H]1CN(C)S(=O)(=O)c1cccs1	-4.5
C[C@H](CO)N1C[C@H](C)[C@H](CN(C)C(=O)Nc2ccccc2)Oc2ccc(NS(C)(=O)=O)cc2C1=O	-4.3
O=C1C(=O)N(CCc2ccccc2)C(c2ccco2)C1C(=O)c1cc2ccccc2o1 (stereo unspecified)	4.9
Cc1noc(C)c1S(=O)(=O)Nc1ccc2c(c1)CC(=O)N([C@H](C)CO)C[C@@H](C)[C@H](CN(C)Cc1ccncc1)O2	-5.1
O=C(N/N=C/c1cc(I)cc(I)c1O)c1ccccc1O	-25.7
CC(C)NC(=O)Nc1ccc2c(c1)CC(=O)N([C@@H](C)CO)C[C@H](C)[C@H](CN(C)S(=O)(=O)c1ccc(F)cc1)O2	1.0
CCN=C(Nc1ccc(C(C)(C)C)cc1)SCC1CC1	43.9
CCOC(=O)c1sc(COc2ccc(C(C)(C)C)cc2)nc1C	9.7
O=C(O)CSc1nnc(-c2cccs2)n1-c1cccc(C(F)(F)F)c1	-0.5
C[C@@H]1CCCCO[C@@H](CN(C)CC2CCCCC2)[C@@H](C)CN([C@H](C)CO)C(=O)c2cc(NC(=O)Cc3ccccc3)ccc2O1	11.5
CC1(C)C=C(C(N)=O)C(C)(C)N1OC(=O)c1ccco1	-4.7
COc1ccc(S(=O)(=O)N(C)C[C@H]2Oc3ccc(NS(=O)(=O)c4ccc(F)cc4)cc3CC(=O)N([C@H](C)CO)C[C@H]2C)cc1	4.0

A portion of the library; rates above refer to the full screens.
